Bioassay records (PubChem BioAssay)
P. falciparum M17LAP: P. falciparum M17LAP inhibitors, primary screen, biochemical, fluorogenic H-Leu-NHMec substrate, 1536-well (AID 1619); recombinant M17LAP, H-Leu-NHMec fluorogenic kinetic assay; higher % means a stronger effect; one-dose inhibition, % at 30 µM; IC50 in µM for titrated hits; 220,000 compounds, 0.38% hits;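 active means compound inhibiting the enzyme by more than half at any dose during confirmatory dose-response retesting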;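 further: plate controls were full reaction with DMSO carrier for no effect and no enzyme background for full effect; strong numbers were not always called active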
LYP phosphatase: inhibitors of LYP phosphatase, biochemical, fluorescence intensity, uHTS (AID 1779) | Tyrosine-protein phosphatase non-receptor type 22 (Homo sapiens) | recombinant LYP phosphatase, fluorescence intensity; higher % means a stronger effect | inhibition, % at 11.5 µM, or IC50 in µM where a hit was titrated | 290,000 compounds, 0.054% hits;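 further: plate controls were vehicle with enzyme for no effect and no enzyme for full effect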
AID2073: inhibitors of Mint1-CaV2.2 protein interaction, biochemical, HTRF (AID 2073) | Voltage-dependent N-type calcium channel subunit alpha-1B (Homo sapiens) | HTRF protein-protein interaction, Mint1-CaV2.2; higher % means a stronger effect | inhibition, % at 20 µM; hits with a dose series show IC50 in µM | 290,000 compounds, 0.19% hits; in the data active means inhibition mostly above about 51%, no sharp cut-off; further: some results filed as inactive read as strong as hits
PMI inhibitors: inhibitors of human PMI, primary screen, biochemical, fluorescence intensity, coupled assay (AID 1209); 190,000 compounds, 0.42% hits; Mannose-6-phosphate isomerase (Homo sapiens); one-dose inhibition, % at 20 µM; IC50 in µM for titrated hits; purified PMI enzyme, coupled fluorescence intensity; higher % means a stronger effect;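 further: plate controls were DMSO vehicle for no effect and wells lacking substrate for full effect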
XIAP displacement: XIAP antagonists, biochemical, IAP family, fluorescence polarization (AID 1018) | E3 ubiquitin-protein ligase XIAP (Homo sapiens) | XIAP BIR domain, fluorescence polarization peptide displacement; higher % means a stronger effect | one-dose displacement, % at 20 µM; IC50 in µM for titrated hits | 200,000 compounds, 0.007% hits; in the data active means displacement above about 50%; further: a part of the inactive calls stands beside numbers as strong as those of hits
Dynein cargo inh: inhibitors of GR-EGFP nuclear translocation, primary screen, dynein cargo transport inhibitor project, imaging, high-content, 3617.4 mouse cells; test concentration mostly 20 µM; stimulated with dexamethasone, 1 µM; active compounds read low; z-score, hits read low; 220,000 compounds, 0.47% hits; AID 1381, 2008;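 active means plate z-score of nuclear minus cytoplasmic receptor signal below a set negative limit, without overly bright fluorescence or cell loss, cut at about -3.5 in these data, passing the limit was not always enough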;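 further: z-score of nuclear minus cytoplasmic ring GR-EGFP intensity difference per well; some compounds called inactive have numbers as strong as hits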
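Buffer or medium: tet-free, stripped-serum medium; Also added: dexamethasone, 1.0 µM final; Technique: high-content fluorescence imaging after fixation; Times: 48 h induction, 1 h compound, 30 min dex at 37 °C; Read-out: per-cell GR-EGFP intensity, nucleus versus surrounding cytoplasmic ring, well-averaged.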
PMI inhibition: human PMI inhibitors, high substrate, primary screen, biochemical, fluorescence intensity, high mannose 6-phosphate (AID 1220); Mannose-6-phosphate isomerase (Homo sapiens); recombinant PMI enzyme, coupled fluorescence intensity; higher % means a stronger effect; inhibition, % at 20 µM; hits with a dose series show IC50 in µM; 190,000 compounds, 0.66% hits
Siah-1 displacement: Siah-1 peptide-binding antagonists, primary screen, biochemical, fluorescence polarization, rhodamine-plectin, uHTS (AID 1817); E3 ubiquitin-protein ligase SIAH1 (Homo sapiens); Siah-1 / rhodamine-plectin peptide fluorescence polarization; higher % means a stronger effect; displacement, % at 20 µM; hits with a dose series show IC50 in µM; 290,000 compounds, 0.02% hits;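 active means displacement of at least 50% at 20 µM, with a fluorescence ratio check between 0.3 and a set limit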;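 further: plate controls were Siah plus tracer with DMSO for no effect and tracer alone without Siah for full effect; strong numbers were not always called active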
P. falciparum M1AAP: P. falciparum M1AAP inhibitors, biochemical, fluorogenic H-Leu-NHMec substrate, 1536-well (AID 1445); Aminopeptidase N (Plasmodium falciparum (isolate 3D7)); recombinant M1AAP, H-Leu-NHMec fluorogenic kinetic assay; higher % means a stronger effect; inhibition, % at 30 µM; hits with a dose series show IC50 in µM; 220,000 compounds, 0.42% hits;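 active means primary inhibition above the hit cutoff, then over 50% inhibition at one or more dose response concentrations, cut at about 23% in these data, passing the limit was not always enough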;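 further: plate controls were DMSO full reaction for no effect and no enzyme background for full effect; strong numbers were not always called active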
Dynein cargo inh cytoplasmic EGFP: also measured in Dynein cargo inh; calls as there; z-score; measured here: cytoplasmic GR-EGFP intensity; active compounds read high
Dynein cargo inh nuclear GR-EGFP: second read-out of Dynein cargo inh, no call of its own (marks repeat the call); z-score; measured here: nuclear GR-EGFP intensity;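 lower value marks the stronger effect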
Dynein cargo inh cell count: recorded beside Dynein cargo inh, whose call it bears; z-score; measured here: cell count per field
An asterisk follows results filed as active; / = not tested or not shown. Unless noted, no stated cut-off is given here; in the data, active means inhibition above about 50%; inactive means the rest. Compounds as they come, and some 2.1% of all compounds hit somewhere here.

Each structure is followed by: P. falciparum M17LAP, LYP phosphatase, AID2073, PMI inhibitors, XIAP displacement, Dynein cargo inh, Dynein cargo inh cytoplasmic EGFP, Dynein cargo inh nuclear GR-EGFP, Dynein cargo inh cell count, PMI inhibition, Siah-1 displacement, P. falciparum M1AAP
Cc1ccc(C2(C(F)(F)F)N=C3Sc4cc(C)cc(C)c4N3C(=O)N2)cc1 (stereo unspecified)
  8%, -4%, 15%, -4%, -2.7%, -1.4, 2, -1.1, -3.8, 6%, 3%, 9%
CCCOc1ccc(C2/C(=C(/O)c3ccc(F)cc3)C(=O)C(=O)N2CCCN(C)C)cc1 (stereo unspecified)
  22%, 4%, -5%, 16%, -1.2%, -1, -0.19, -0.56, 0.48, 10%, 3%, 9%
CCN1CCN(CCn2c(=S)[nH]c3cc4c(cc3c2=O)OCO4)CC1
  11%, -3%, -32%, -2%, -3.2%, -1, -0.4, -0.38, 1.3, -5%, 2%, 5%
O=C(c1ccccc1)N1CCN(Cc2cccc(Oc3ccccc3)c2)CC1
  -7%, -1%, -9%, -5%, -5.5%, -1.1, -0.23, -0.31, 0.22, -4%, 14%, -1%
O=C(CCC1CCCC1)N1CCN(C(=O)C2CC2)CC1
  2%, -6%, 4%, 9%, 4.1%, -0.21, -0.1, 0.16, 0.23, 8%, -1%, 6%
COc1cc2c(cc1OC)CN(c1ccc([N+](=O)[O-])cc1Cl)CC2
  16%, 7%, -70%, 16%, -3.4%, -0.39, -0.33, -0.45, 1.1, 27%, -2%, 7%
CC12COC3(C(=O)Nc4ccc(F)cc4)CC1CCC32C (stereo unspecified)
  8%, 0%, 0%, 18%, -1.1%, -0.27, 0.088, -0.22, 0.19, 5%, 13%, 3%
O=C(Cn1nc(-c2ccc(Cl)cc2)c2ccccc2c1=O)NN1CCOCC1
  -2%, -4%, 5%, /, /, -0.36, -0.26, -0.22, 0.41, /, 2%, 2%
CC/C(=N\NC(=O)c1c(-c2ccccc2)noc1C)c1ccc(C)o1
  7%, -3%, 3%, 2%, -1.3%, -0.52, -0.32, -0.62, 0.64, 2%, -5%, 8%
CC1=C(C)CC(C(=O)NCc2ccccn2)C(C(=O)O)C1 (stereo unspecified)
  -10%, -13%, 1%, /, /, -0.37, -0.21, -0.2, -0.27, /, 14%, 1%
CC12CCC(C(=O)N(CCCN3CCN(Cc4ccccc4)CC3)C1=O)C2(C)C (stereo unspecified)
  -8%, -2%, 41%, -11%, -9.8%, 0.52, -0.21, 0.27, -0.84, -4%, 3%, 3%
CCOC(=O)CSc1nc2ccc(Nc3nc(N4CCOCC4)nc(N4CCOCC4)n3)cc2s1
  9%, 1%, 6%, 11%, 0.7%, -0.14, -0.23, 0.4, 0.016, 11%, -7%, 2%
COc1cc(C(=O)Nc2nnc(C)s2)cc(OC)c1OC
  7%, 1%, 4%, 14%, -1.8%, -0.1, -0.19, 0.081, -0.17, 10%, 12%, -2%
O=C(NCCO)/C(=C\c1ccc([N+](=O)[O-])o1)NC(=O)c1ccccc1
  17%, -3%, 10%, -9%, 1.8%, -0.35, -0.2, 0.035, 0.16, 2%, 8%, 5%
COc1ccc(N2CCCCn3c2nc2c3c(=O)n(C)c(=O)n2C)cc1
  -2%, -5%, 20%, -9%, -2.6%, -1, -0.09, -0.33, 1.3, 0%, 2%, 6%
CSc1cc(C)nc(N(C)C(C)=O)n1
  2%, -12%, 9%, 10%, -20%, -0.7, -0.49, -0.3, 0.39, 11%, 0%, 3%
O=C(CSc1nnc(NC(=O)c2ccco2)s1)Nc1ccc(F)cc1
  -1%, -5%, -3%, 9%, -4.9%, -0.7, -0.32, -0.22, 0.9, 10%, 0%, -2%
O=C(NCc1ccco1)C1CCN(C(=O)Cc2ccccc2)CC1
  -8%, -8%, 4%, 6%, -1.9%, 1.7, -0.28, 1.7, -1.3, 3%, -1%, -2%
C=CCn1c(CCNC(=O)c2ccc(Cl)c(Cl)c2)nnc1SCCOc1ccc(OC)cc1
  9%, 9%, 12%, 3%, -4.0%, 0.53, -0.13, -0.015, -0.12, 2%, 2%, 13%
Cc1cc(O)cc(O)c1C(=O)Cc1cnn(-c2ccccc2)c1
  6%, -3%, 10%, 8%, -5.3%, 1, 0.0024, 0.62, 0.092, 2%, -2%, 7%
COc1ccc(C(=O)NC2CCN(C(=S)Nc3cccc(C)c3C)CC2)cc1
  -1%, -7%, 1%, -13%, -7.3%, 1.5, -0.24, -0.18, -0.34, -19%, -7%, -3%
CC(C(=O)N1CCCCCC1)c1ccc([N+](=O)[O-])cc1 (stereo unspecified)
  2%, -4%, 4%, 9%, -5.5%, -1, -0.3, -0.43, 0.85, 5%, 10%, 7%
Cn1c(CC(=O)Nc2ccccc2)n[nH]c1=S
  0%, -5%, -13%, /, -5.7%, -1.1, 0.012, -0.63, 1.1, /, -4%, 1%
COc1ccc(-c2nc(=S)c3c([nH]2)Oc2ccc(C)cc2C3)cc1O
  -10%, -2%, 25%, -82%, -8.2%, 2.5, 0.2, 0.93, -1.8, -109%, -5%, -2%
COc1ccc(N2C(=O)CC2(C#N)c2ccc(OCc3ccccc3)cc2)cc1 (stereo unspecified)
  2%, -2%, 0%, -1%, -2.0%, -0.43, -0.32, -0.65, 0.85, 11%, 2%, 4%
Cc1ccc(S(=O)(=O)N2CCN(c3ccc(C(=O)N4CCOCC4)cc3[N+](=O)[O-])CC2)cc1
  -3%, -4%, -7%, -6%, -2.6%, -0.25, -0.23, -0.056, 0.4, 0%, 6%, 7%
Cc1cc2ccccc2c(=O)n1CC(=O)NCC1COc2ccccc2O1 (stereo unspecified)
  2%, -3%, -2%, 1%, 1.2%, -0.58, -0.21, -0.18, 0.22, 4%, 2%, 4%
O=C(CN1C(=O)C(=O)N(Cc2ccco2)C1=O)c1c[nH]c2ccccc12
  4%, -4%, 27%, /, /, -0.69, -0.2, -0.4, 0.03, /, 2%, 8%
CCN(CC)CCOc1ccc2nc(N(C)C)sc2c1
  -17%, -10%, 11%, 10%, -8.8%, 0.33, -0.16, -0.23, -0.59, 9%, 1%, 2%
C=CCNC(=S)N/N=C(\C)c1cccc(OC)c1
  -8%, -4%, -7%, 3%, -9.4%, -0.82, -0.29, -0.68, 0.73, 2%, -5%, 2%

Each structure is followed by: P. falciparum M17LAP, LYP phosphatase, AID2073, PMI inhibitors, XIAP displacement, Dynein cargo inh, Dynein cargo inh cytoplasmic EGFP, Dynein cargo inh nuclear GR-EGFP, Dynein cargo inh cell count, PMI inhibition, Siah-1 displacement, P. falciparum M1AAP
CN(CC(=O)NCCN1CCN(c2ccccc2)CC1)S(=O)(=O)c1ccc2c(c1)CCC(=O)N2
  8%, -2%, -3%, -6%, -3.1%, 0.63, -0.2, 0.36, 0.027, -6%, -2%, 3%
O=C(CSc1nnc2c(Cl)cc(Cl)cn12)N1CCN(c2ccc(F)cc2)CC1
  2%, -6%, -6%, -3%, -0.9%, 1.2, -0.12, 0.26, -1.3, 9%, 10%, -1%
N#Cc1ccc(NC(=O)COC(=O)CNC(=O)C2CCCCC2)cc1
  14%, -11%, -2%, -3%, -4.8%, 1.5, -0.23, 0.83, -0.92, -8%, -6%, 9%
COc1ccc(N(C(=O)c2cc3ccccc3oc2=O)C2C=CS(=O)(=O)C2)cc1 (stereo unspecified)
  9%, -3%, 9%, -4%, -3.0%, 0.071, -0.3, 0.15, 0.6, -8%, 4%, 3%
S=c1[nH]cc(-c2ccccc2)[nH]1
  /, -6%, -10%, /, /, 2.7, -0.58, 1.4, -1.8, /, -7%, /
O=c1cc(N2CCCCCC2)[nH]c(=O)n1-c1ccc(Cl)cc1
  -3%, -3%, 9%, -1%, -3.0%, -0.63, 0.26, 0.015, 0.048, -4%, 14%, -2%
CS(=O)(=O)n1nc(-c2ccco2)nc1N
  -13%, -3%, 6%, 2%, 1.7%, -0.16, -0.36, -0.64, 0.89, -4%, -6%, 3%
O=C(NCc1ccco1)C1CC(=O)N(CCc2ccccc2)C1 (stereo unspecified)
  11%, -3%, -4%, 6%, -4.8%, 0.14, -0.26, -0.06, 0.46, 6%, 0%, 2%
CC(C)N(C)C(=O)C(=O)c1cccn1-c1cccc(Cl)c1C#N
  17%, -3%, -1%, -5%, -1.9%, -0.28, -0.17, -0.5, 0.3, 4%, -1%, -1%
CSc1ccc(C(C(C(=O)c2cccs2)N2CCOCC2)N2CCOCC2)cc1 (stereo unspecified)
  -9%, -5%, -4%, -7%, -1.7%, 0.61, -0.2, 0.64, -0.57, 2%, 3%, -3%
O=C(Cn1nc(-c2ccc(Cl)cc2)ccc1=O)NCCN1CCOCC1
  16%, -9%, 0%, -10%, -2.1%, -1, -0.034, -0.45, 0.52, -3%, -2%, 7%
CCOC(=O)c1cc(C(=O)c2cccs2)n2ccc(C(C)=O)cc12
  3%, -7%, 46%, -3%, -4.0%, -1.7, 3, -0.44, -4.8, -4%, 2%, 2%

Five of these compounds, reformatted.
Molecule | P. falciparum M17LAP | LYP phosphatase | AID2073 | PMI inhibitors | XIAP displacement | Dynein cargo inh | Dynein cargo inh cytoplasmic EGFP | Dynein cargo inh nuclear GR-EGFP | Dynein cargo inh cell count | PMI inhibition | Siah-1 displacement | P. falciparum M1AAP
N#Cc1ccc(NC(=O)COC(=O)CNC(=O)C2CCCCC2)cc1 | 14% | -11% | -2% | -3% | -4.8% | 1.5 | -0.23 | 0.83 | -0.92 | -8% | -6% | 9%
S=c1[nH]cc(-c2ccccc2)[nH]1 | / | -6% | -10% | / | / | 2.7 | -0.58 | 1.4 | -1.8 | / | -7% | /
COc1ccc(N(C(=O)c2cc3ccccc3oc2=O)C2C=CS(=O)(=O)C2)cc1 (stereo unspecified) | 9% | -3% | 9% | -4% | -3.0% | 0.071 | -0.3 | 0.15 | 0.6 | -8% | 4% | 3%
CN(CC(=O)NCCN1CCN(c2ccccc2)CC1)S(=O)(=O)c1ccc2c(c1)CCC(=O)N2 | 8% | -2% | -3% | -6% | -3.1% | 0.63 | -0.2 | 0.36 | 0.027 | -6% | -2% | 3%
CCOC(=O)c1cc(C(=O)c2cccs2)n2ccc(C(C)=O)cc12 | 3% | -7% | 46% | -3% | -4.0% | -1.7 | 3 | -0.44 | -4.8 | -4% | 2% | 2%
